# LMPTP block: blocks human LMPTP phosphatase. inhibition, % at 20 µM. hit rate 0.22% among 360,000. recombinant LMPTP-A, OMFP fluorogenic substrate, fluorescence intensity. P24666;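 active means compounds that cut the enzyme signal by at least half of the control window in the single-dose screen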;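 further: plate controls were DMSO wells with enzyme plus substrate for no effect and substrate without enzyme for full effect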
#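 Assay system: LMPTP-A enzyme. Input: 0.625 nM LMPTP-A final. Probe or stimulus: 400 µM OMFP. Compound dosing: single 20 µM dose. Schedule: 50 min dark incubation at room temperature. Detection: fluorescence intensity of OMFP turnover product. Read-out: percent inhibition versus substrate-only and uninhibited controls. Benchmarks: no-enzyme low control, uninhibited high control.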
# CSN deneddyl inh: blocks human CSN-mediated cullin deneddylation | Purified CSN, SCF-Nedd8-OG deneddylation, fluorescence polarization | inhibition, % at 12.5 µM | Q92905 | AID 651999 | hit rate 0.38% among 360,000;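 active means pattern-corrected inhibition above about 35%, with an unprinted fluorescence ratio check between 0.5 and 1.5, limit read from the data, passing the limit was not always enough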;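 further: 0% = enzyme with substrate and 100% = substrate without enzyme; some results filed as inactive read as strong as hits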
#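 Assay system: purified human Csn5 enzyme expressed in HEK293T cells; measure: % inhibition; also added: SCFSkp2-Nedd8OG substrate at 10 nM final; technique: fluorescence polarization; times: reaction 90 min, room temperature; medium: Tris buffer pH 7.5, NaCl, DTT, Tween-20, trehalose, ovalbumin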
# Rpn11 inh: Rpn11 (human) deubiquitinase inhibition. human 26S proteasome, Ub4-pepOG fluorescence polarization; 20S core pre-blocked with epoxomicin. calls only at 20 µM. hit rate 0.59% among 360,000;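 active means inhibition at 20 µM, scaled to each plate's controls, above about 33%, limit read from the data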
# Target sequence (O00487 whole entry, looked up): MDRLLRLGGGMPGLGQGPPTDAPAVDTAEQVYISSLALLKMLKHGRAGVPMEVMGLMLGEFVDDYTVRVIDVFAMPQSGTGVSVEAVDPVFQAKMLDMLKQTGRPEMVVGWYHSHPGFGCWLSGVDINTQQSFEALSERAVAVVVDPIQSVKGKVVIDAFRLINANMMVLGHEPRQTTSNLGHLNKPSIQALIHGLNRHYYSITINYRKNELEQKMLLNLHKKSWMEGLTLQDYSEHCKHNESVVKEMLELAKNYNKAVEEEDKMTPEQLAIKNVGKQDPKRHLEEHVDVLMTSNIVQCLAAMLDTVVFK
# Scp1 inh: blocks human Scp-1 phosphatase activity; hit rate 0.88% among 340,000; Q9GZU7; inhibition, % at 20 µM; Recombinant Scp1, phosphopeptide, malachite green phosphate absorbance;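 active means inhibition above about 50% at 20 µM, limit read from the data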;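 further: plate controls were DMSO wells with enzyme for no effect and wells lacking enzyme for full effect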
# Target sequence (Q9GZU7 76-261 limits assumed): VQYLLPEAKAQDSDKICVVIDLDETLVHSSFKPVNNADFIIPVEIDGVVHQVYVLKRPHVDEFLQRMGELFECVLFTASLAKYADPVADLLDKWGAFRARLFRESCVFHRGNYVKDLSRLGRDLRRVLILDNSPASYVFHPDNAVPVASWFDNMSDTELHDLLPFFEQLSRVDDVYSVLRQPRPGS
#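 Test system: SCP-1 phosphatase catalytic domain, residues 76-261 | Compound dosing: One concentration, 20 µM, with 1.0% DMSO | Schedule: 45 min room-temperature reaction, 5 min colour, 30 min stabiliser | Detection: Absorbance at 630 nm | Read-out basis: % inhibition of SCP-1 phosphate liberation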
# NadD inh: blocks S. aureus nicotinate mononucleotide adenylyltransferase; purified NadD enzyme, colorimetric absorbance read-out; inhibition, % at 20 µM; hit rate 0.78% among 360,000; AID 602399; in the data active means inhibition above about 26%; further: some compounds past the cut are filed as inactive
# SUMO1 PPI mod: modulators of human SUMO1-mediated protein-protein interactions. inhibition, % at 20 µM. hit rate 0.33% among 360,000. AID 602429. P63165. SUMO1 binding to a labelled peptide, TR-FRET, 1 h; in the data active means inhibition above about 37%
# TbMetRS inhib: Trypanosoma brucei MetRS inhibition; hit rate 0.4% among 360,000; AID 624268; inhibition, % at 11.9 µM; purified T. brucei MetRS, ATP depletion, Kinase-Glo luminescence;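 active means inhibition above a per-plate cutoff of the control wells' mean inhibition plus 3 SD, cut at about 5.5% in these data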;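 further: 0% = DMSO wells median and 100% = median of wells with control inhibitor compound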
#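 Test system: purified T. brucei MetRS enzyme. Also added: ATP, methionine and E. coli bulk tRNA substrates. Compound: 11.9 µM single point. Schedule: 15 min enzyme-compound preincubation, 2 h reaction, 10 min detection, 25 °C. Signal: luciferase luminescence of residual ATP, Kinase-Glo. Evaluation: percent inhibition versus plate control medians. Controls: DMSO wells, low control.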
# MsrA inh: inhibits bovine methionine sulfoxide reductase A; purified bovine MsrA, absorbance read-out; hit rate 0.75% among 360,000; inhibition, % at 15.5 µM; in the data active means inhibition above about 4.5%;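 further: 0% = vehicle wells with enzyme and 100% = reference inhibitor wells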
# DNMT1 block: blocks human DNA methyltransferase DNMT1; P26358; DNMT1 molecular beacon, Hinp1I cleavage, fluorescence; inhibition (reported as % activation of signal), % at 10 µM; hit rate 0.83% among 360,000; AID 588458; in the data active means inhibition above about 50%
# STEP inh: STEP (human) phosphatase inhibition. P54829. recombinant STEP, OMFP fluorogenic substrate, fluorescence. inhibition, % at 20 µM. hit rate 0.25% among 360,000. AID 588621;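 active means inhibition at 20 µM, scaled per plate between control wells, above about 37%, limit read from the data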;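 further: 0% = DMSO with enzyme and substrate and 100% = substrate only without enzyme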
# Target sequence (P54829 whole entry, looked up): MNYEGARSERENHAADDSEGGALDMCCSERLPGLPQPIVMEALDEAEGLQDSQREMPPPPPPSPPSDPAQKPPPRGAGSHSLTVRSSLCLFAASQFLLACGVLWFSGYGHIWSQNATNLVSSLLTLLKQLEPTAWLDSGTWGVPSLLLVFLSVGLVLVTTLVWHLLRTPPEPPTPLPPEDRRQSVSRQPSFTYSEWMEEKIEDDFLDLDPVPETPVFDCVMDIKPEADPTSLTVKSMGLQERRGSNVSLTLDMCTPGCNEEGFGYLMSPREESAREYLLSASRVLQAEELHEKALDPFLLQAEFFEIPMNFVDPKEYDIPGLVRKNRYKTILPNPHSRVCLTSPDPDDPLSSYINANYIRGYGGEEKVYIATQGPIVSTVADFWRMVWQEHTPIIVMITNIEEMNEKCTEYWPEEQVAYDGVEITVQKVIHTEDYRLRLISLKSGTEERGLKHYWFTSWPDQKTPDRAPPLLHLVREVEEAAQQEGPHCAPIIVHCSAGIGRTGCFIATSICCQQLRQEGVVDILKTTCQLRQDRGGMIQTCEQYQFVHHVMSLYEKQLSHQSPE
#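 medium = Bis-Tris buffer pH 6.0, 2.5 mM DTT, 0.005% Tween 20 | test system = STEP (striatal-enriched tyrosine phosphatase) enzyme, cell-free | measure = normalized % inhibition | compound dosing = 20 µM, 1% DMSO | also added = 25 µM OMFP | schedule = reaction 20 min, ambient temperature | measured by = fluorescence read at 480 nm ex / 540 nm em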
# * hit, by the source's call; i = inactive; / = no result given.
# Under each structure: LMPTP block, CSN deneddyl inh, Rpn11 inh, Scp1 inh, NadD inh, SUMO1 PPI mod, TbMetRS inhib, MsrA inh, DNMT1 block, STEP inh
CC(=O)c1ccc(NC(=O)CC(C)S(=O)(=O)c2ccc3c(c2)CCN3C(C)=O)cc1 (stereo not drawn)
    -1.3, 4, i, 1, -3, -3, 0.5, 0.7, -10, 0
O=C(c1ccccc1)c1ccc2c(c1)OCCOCCOCCOCCO2
    -0.2, -3, i, -11, 4, 1, 0.1, 0.3, 2, 2
Cc1ccc(S(=O)(=O)Nc2cc(C)on2)cc1
    -1.7, 0, i, -1, -6, 0, -0.1, -0.4, 0, -4
O=C(NC1CCCC1)C(c1ccc(O)cc1)N(CC1CCCO1)C(=O)C1COc2ccccc2O1 (stereo not drawn)
    0.6, -2, i, -4, -3, 2, -0.5, 0.4, 1, -2
COc1ccc(C=O)c2[nH]c3c(Cl)ncnc3c12
    0.7, -2, i, -4, -1, 12, 0.7, 2.4, 3, 1
COc1ccc([N+](=O)[O-])cc1NC(=O)C(C)Sc1ccccc1 (stereo not drawn)
    0.6, 2, i, -9, -6, -13, -0.1, 0.1, -4, 2
CCC(=O)N(CC)c1nc(-c2ccc(OC)cc2)cs1
    1.1, 3, i, -7, -8, -1, 0.6, 0.2, -3, -2
Cc1nc(CS(=O)(=O)c2ccc(Cl)cc2)cc(N2CCOCC2)n1
    0.8, -8, i, -7, -7, -1, -0.8, -0.6, 0, -4
Cc1nc(SCc2ccc(C(=O)O)cc2)c2c(C)c(C)sc2n1
    -0.7, 0, i, 12, 3, 19, -0.4, -0.6, -2, 3
Cc1ccc(C)c(N2CCN(S(=O)(=O)c3ccc4c(c3)CCN4C(=O)CCC(=O)O)CC2)c1
    0.9, -1, i, 22, 22, 6, 0.4, 0.1, 3, 3
CCOC(=O)c1c(C)[nH]c(C)c1C(=O)CSc1nnc(-c2ccncc2)n1Cc1ccccc1
    -1.5, -1, i, 10, -1, -4, -0.5, 0.5, 0, -12
COc1ccccc1CNC(=O)COc1cccc(-n2cnnn2)c1
    -1.3, -4, i, -4, 0, 0, -0.5, -1.6, 0, 0
O=C(Nc1ccccc1)/C(=C/c1ccc([N+](=O)[O-])cc1)NC(=O)c1ccco1
    0.8, 4, i, 1, 7, -19, -0.2, 1.7, 5, 1
O=C(CN1CCOCC1)N/N=C/c1c(O)ccc2ccccc12
    -1.8, -2, i, -14, -2, -23, -1.2, 1.5, 3, -1
CC(C)N1C(=O)CC(Nc2ccc(N3CCOCC3)cc2)C1=O (stereo not drawn)
    -0.4, -1, i, -7, 4, -11, -0.3, 0.7, -12, 2
Cc1nonc1OCCn1c([N+](=O)[O-])cnc1C
    -0.4, -4, i, 1, -4, -10, -0.7, -0.1, 2, 0
COc1ccc(S(=O)(=O)Nc2ccc(NC(C)=O)cc2)cc1[N+](=O)[O-]
    -1.2, 2, i, -6, -3, -2, 1.0, -0.9, 2, 0
Cc1cc(C(=O)N2CCCC(N3CCN(c4cccc(Cl)c4)CC3)C2)no1 (stereo not drawn)
    0.1, -2, i, -2, -4, 7, 0.0, 0.9, -1, -2
Cc1ccc2nc(SCC(=O)Nc3ccc(C)c([N+](=O)[O-])c3)[nH]c2c1
    0.5, -5, i, 6, 4, -10, 1.5, -0.3, 0, -3
COc1ccc(-c2ccc3oc(-c4ccc(OC)cc4)c(-c4cc(OC)c(OC)c(OC)c4)c3c2)cc1
    1.9, -1, i, -7, 15, 2, -0.2, 0.3, 3, 0
CCOC(=O)c1ncn2c1CN(C)C(=O)c1cc(F)ccc1-2
    -0.3, -2, i, -3, -3, 3, -0.5, -1.1, -2, -2
COc1ccc(/C=C2/C(=O)N=C3SCCN32)cc1
    -1.5, 0, i, 3, 3, -2, -0.5, 1.2, -7, 1
Cc1nc2ccccn2c1/C(O)=C1\C(=O)C(=O)N(CCN2CCOCC2)C1c1cccs1 (stereo not drawn)
    -1.8, 0, i, -8, 6, 3, -0.7, /, -2, -1
CCOc1ncccc1C(=O)OCC(=O)c1ccc(Br)s1
    0.1, 2, i, -4, -1, -7, -0.2, 0.6, 3, -2
CS(=O)(=O)c1ccccc1-c1nnc(NC(=O)c2cccc(N3C(=O)CCC3=O)c2)o1
    -0.3, -1, i, -3, 3, 3, -0.5, 0.7, 1, -1
COCCNC(=O)/C(C#N)=C/c1ccc(OCC(=O)NC2CCCCC2)cc1
    -0.2, 0, i, -9, 0, -7, -0.2, 3.3, -4, -4
COc1cc(/C=c2\s/c(=C\C(=O)C(C)(C)C)[nH]c2=O)cc(OC)c1OC
    0.0, 2, i, -15, 3, -10, -0.7, 0.5, -6, -1
COc1ccc(C(=O)Nc2nnc(-c3ccco3)s2)cc1
    -1.1, 4, i, -7, 1, 1, 0.3, 1.3, 1, -4
Cc1ccc(NC(=O)C(=O)NCCN2CCN(S(C)(=O)=O)CC2)cc1C
    -0.7, -3, i, -10, 4, -2, -0.4, -0.7, -3, -4
CCn1c(C(=O)O)c(CC(=O)Nc2cccc(C(F)(F)F)c2)c2ccccc21
    -1.7, -4, i, -21, -7, -2, -0.7, -1.7, -4, -3
Cc1ccc(NCN2C(=O)c3ccccc3C2=O)cc1Cl
    -1.1, -1, i, /, -2, 1, -0.2, -0.5, 1, -2
COCC(C)N1CCC(Oc2ccc(C(=O)N3CCCC3)cc2)CC1 (stereo not drawn)
    -1.2, 3, i, -5, 0, 2, -0.2, -1.6, 2, -3
CCOC(=O)c1c(N)sc(C(O)(C(F)(F)F)C(F)(F)F)c1-c1ccc(Cl)cc1
    2.2, 0, i, -7, 5, -4, -1.0, -0.4, -14, -2
O=C(Cn1ncn2c(cc3sccc32)c1=O)NC1CCCC1
    -1.1, -3, i, 0, -5, -3, 0.5, 0.3, 4, 0
O=C(c1ccc([N+](=O)[O-])cc1)N1CCN(C(=O)c2cccnc2)CC1
    -1.6, 5, i, -10, -4, -29, 0.1, -0.4, 0, 2
COc1cc(C)ccc1S(=O)(=O)NC(=O)C1(C)CCN1C(=O)COc1ccc(Cl)cc1 (stereo not drawn)
    -1.9, -5, i, /, -3, 4, -0.2, -0.1, -1, 0
CC(C(=O)N1CCc2ccccc21)N(C)CC(=O)Nc1ccc(F)cc1 (stereo not drawn)
    -1.0, -5, i, 0, -5, 9, -0.5, 0.1, -4, -1
Cc1cccc(Cc2c(C)[nH]c(=O)c(C#N)c2C)c1
    0.9, -7, i, -1, -4, 2, -0.3, 1.3, 1, 0
Cc1noc(C)c1S(=O)(=O)N(C)CC(=O)NCc1ccccc1
    -1.2, 0, i, -8, -1, -1, -1.3, -0.3, -1, 1
CSCCC(NC(=O)COc1ccccc1)C(=O)OCCOc1ccc(F)cc1 (stereo not drawn)
    0.0, -6, i, -6, -5, 0, -0.4, -0.7, 1, -1

# The closing 2 compounds of the part above lead into the next.
# Under each structure: LMPTP block, CSN deneddyl inh, Rpn11 inh, Scp1 inh, NadD inh, SUMO1 PPI mod, TbMetRS inhib, MsrA inh, DNMT1 block, STEP inh
Cc1noc(C)c1S(=O)(=O)N(C)CC(=O)NCc1ccccc1
    -1.2, 0, i, -8, -1, -1, -1.3, -0.3, -1, 1
CSCCC(NC(=O)COc1ccccc1)C(=O)OCCOc1ccc(F)cc1 (stereo not drawn)
    0.0, -6, i, -6, -5, 0, -0.4, -0.7, 1, -1
CCN(Cc1nc2ccccc2c(=O)[nH]1)Cc1cc(=O)oc2cc(C)c(C)cc12
    0.0, 2, i, -11, 1, -5, 0.4, 1.8, -1, 2
COc1ccc(CN2CCN(CCc3ccccc3)C(CCO)C2)cc1Cn1cncn1 (stereo not drawn)
    -1.2, 6, i, -1, -5, 2, -0.4, -0.8, 0, -2
N/C(COc1ccc(C(=O)O)cc1)=N\O
    -0.8, 0, i, -8, -5, 1, -0.8, 0.8, 0, 1
Cc1cc(OCCN2CCOCC2)ccc1[N+](=O)[O-]
    -1.3, -1, i, 0, 7, -8, -1.5, 2.2, 0, -2
O=C(Oc1ccc(-c2ccccc2)cc1)N1CCCCC1
    0.3, 0, i, -5, -5, 2, -1.4, -0.2, -6, 0
CCCCOc1ccc(C(=O)N(C)CC(=O)Nc2ccc(C)cc2)cc1
    0.1, 0, i, -7, -5, 1, -0.9, 0.7, 7, -1
CCN1CCN(C(c2cccs2)C(C)NC(=O)c2cccc(OC)c2OC)CC1 (stereo not drawn)
    0.5, -2, i, -6, 11, 1, -1.1, -0.7, 0, -3
CC(=O)c1ccc(NC(=O)C2CCCN(C(=O)c3ccc(Cl)cc3)C2)cc1 (stereo not drawn)
    2.9, -8, i, 8, -6, -2, -1.0, 1.2, -1, 1
CCN(CC)S(=O)(=O)c1ccc2c(c1)N(CC(=O)NCC1CCCO1)C(=O)CO2 (stereo not drawn)
    -1.3, 0, i, -10, 1, 4, -0.3, 0.3, 2, 4
COc1cc(Cl)c(NS(=O)(=O)c2ccc(-c3ccc(=O)[nH]n3)o2)c(OC)c1
    0.2, -1, i, 9, 6, -12, 0.4, 0.4, -7, 4
CN(C(=O)COC(=O)C1CCN(S(=O)(=O)c2c(Cl)cccc2Cl)CC1)C1CCCCC1
    1.7, -6, i, 10, 0, 5, -0.2, 0.9, 4, 4
O=C(CSc1n[nH]c(-c2ccco2)n1)N1c2ccccc2Sc2ccccc21
    0.5, 7, i, -11, 5, 8, 0.3, -0.7, -5, 2
COc1ccccc1NC(=O)Cn1c2ccccc2c2nc3n(c(=O)c21)CCS3
    0.1, 2, i, -3, 1, -6, -1.4, -0.1, 2, 1
Cc1ccc2[nH]c(O)c(N=O)c2c1
    -4.6, 3, i, -14, -2, -20, -0.3, 2.0, 2, -2
COc1ccccc1N1CCN(Cc2ccc(OC)c3ccccc23)CC1
    0.1, -10, i, 27, -13, 2, -0.2, /, -4, -4
COc1cc(S(=O)(=O)N2CCN(C(=O)c3ccccc3F)CC2)c(OC)cc1NC(C)=O
    0.8, -3, i, -4, -3, 2, -0.5, 0.0, 1, -2
CS(=O)(=O)c1ccc(Cl)c(NC(=O)CSc2nnc(C3CC3)n2C2CC2)c1
    -1.9, 2, i, -22, -3, 0, -0.2, -0.7, 9, -3
O=S(=O)(c1ccc(Cl)cc1)c1ccccn1
    -2.0, 1, i, 10, -5, 3, -1.4, 0.7, 5, -2
C=CCOC(=O)C1=C(C)NC(C)=C(C(=O)OCC=C)C1c1ccc(O)cc1
    1.1, 2, i, 4, -4, 0, -0.5, 0.7, -23, -4

# High-throughput results (PubChem)
